# Screens from PubChem BioAssay.
# Gli-Sufu block = Gli-Sufu pathway antagonism; Sufu-KO-LIGHT fibroblasts, Gli luciferase reporter luminescence; inhibition, % at 5 µM; 0.74% of 340,000 active; AID 588413;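 active means inhibition above about 55%, limit read from the data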;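 further: 0% = DMSO-treated cells and 100% = wells with medium but no cells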
# ATG4B inhibitor = ATG4B (human) cysteine protease inhibition. Q9Y4P1. ATG4B cleavage of LC3-PLA2, NBD-HPC fluorescence, 1 h. inhibition, % at 8.33 µM. 0.51% of 340,000 active. AID 504462; in the data active means inhibition above about 40%
# EBI2 antag = EBI2 (human) antagonism; P32249; EBI2 beta-arrestin recruitment, luminescence, 7a,25-OHC stimulated; inhibition, % at 5 µM; 0.81% of 360,000 active; AID 651636; in the data active means inhibition above about 38%;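 further: enzyme fragment complementation signal reports receptor beta-arrestin coupling in cells; 0% = agonist plus DMSO wells and 100% = wells without agonist; some results beyond the cut were filed as inactive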
# Target sequence (P32249 whole entry, looked up, the tested form may be a part): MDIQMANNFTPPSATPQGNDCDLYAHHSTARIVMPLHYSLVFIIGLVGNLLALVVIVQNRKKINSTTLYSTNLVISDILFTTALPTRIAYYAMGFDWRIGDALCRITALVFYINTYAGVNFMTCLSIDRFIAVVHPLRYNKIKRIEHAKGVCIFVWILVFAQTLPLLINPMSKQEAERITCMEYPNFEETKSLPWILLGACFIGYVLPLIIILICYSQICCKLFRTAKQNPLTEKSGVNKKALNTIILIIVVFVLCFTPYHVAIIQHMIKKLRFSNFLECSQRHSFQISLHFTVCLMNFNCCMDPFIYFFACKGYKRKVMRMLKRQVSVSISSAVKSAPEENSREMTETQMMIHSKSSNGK
# CXCR6 block = inhibitors of human CXCR6 receptor; O00574; 0.36% of 360,000 active; CHO-K1 PathHunter CXCR6 beta-arrestin, luminescence; inhibition, % at 20 µM; in the data active means inhibition above about 34%, passing the limit was not always enough;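 further: antagonist mode with CXCL16 agonist at 10 nM final; 0% = 10 nM CXCL16 with DMSO and 100% = unstimulated wells without agonist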
# Target sequence (O00574 whole entry, looked up): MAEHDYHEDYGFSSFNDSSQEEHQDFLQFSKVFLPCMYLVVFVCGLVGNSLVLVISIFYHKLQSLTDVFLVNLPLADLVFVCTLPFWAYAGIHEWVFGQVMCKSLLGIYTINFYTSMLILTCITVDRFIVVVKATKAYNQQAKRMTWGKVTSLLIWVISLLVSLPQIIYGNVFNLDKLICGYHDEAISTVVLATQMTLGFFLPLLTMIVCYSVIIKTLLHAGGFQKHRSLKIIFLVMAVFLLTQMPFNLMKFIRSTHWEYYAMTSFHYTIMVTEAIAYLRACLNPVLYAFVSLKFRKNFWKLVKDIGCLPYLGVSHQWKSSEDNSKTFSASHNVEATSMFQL
# CCR6 antagonist = antagonists of human CCR6 receptor. inhibition, % at 20 µM. CHO-K1 CCR6 PathHunter beta-arrestin, luminescence, CCL20-stimulated. 0.49% of 340,000 active. AID 493098;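 active means compounds whose inhibition of the agonist-driven luminescence signal at 20 µM reaches about 50%, limit read from the data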;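 further: cells stimulated with CCL20 at 14 nM final; plate controls were DMSO with CCL20 for no effect and DMSO without agonist for full effect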
# * hit, by the source's call; x = not tested or not shown. The list is partial; the hit share may differ from the screen's.
# Labels used below – A = Gli-Sufu block; B = ATG4B inhibitor; C = EBI2 antag; D = CXCR6 block; E = CCR6 antagonist
CCNC(=O)C1CCCN(C(=O)c2cc(OC)c(OC)c(OC)c2)CC1 (stereo not given)
  A: x	B: x	C: -8	D: -2	E: x

CCOC(=O)C1(C)CCCN1C(=O)c1ccc(Cl)nc1 (stereo not given)
  A: x	B: x	C: -8	D: -4	E: x

Clc1ccccc1CNCc1ccc2c(c1)OCO2
  A: x	B: x	C: -12	D: 9	E: x

CCOc1ccc(CCN2C(=O)C(=O)N([C@@H](CC(C)C)CN3CCC[C@H]3CN3C(=O)C(=O)NC[C@@H]3CC(C)C)C[C@@H]2Cc2ccccc2)cc1
  A: x	B: x	C: 1	D: -3	E: x

CC1(C(=O)NS(=O)(=O)C2CC2)CCN(C(=O)C2(c3ccc(Cl)cc3)CCCC2)C1 (stereo not given)
  A: x	B: x	C: -8	D: -1	E: x

COc1ccc(N2C[C@H](CSC)[C@@H](CC(=O)Nc3ccc(Br)cc3)C2=O)cc1
  A: x	B: x	C: 8	D: -1	E: x

Cc1cc(C)cc(CC(=O)N2CCC2(C)C(=O)NS(=O)(=O)Cc2ccccc2)c1 (stereo not given)
  A: x	B: x	C: -1	D: -10	E: x

Cc1cc(Nc2ccc(C)c(C)c2)n2ncnc2n1
  A: x	B: x	C: -8	D: 5	E: x

C[C@@H]1CN([C@@H](C)CO)C(=O)CCCn2cc(nn2)CO[C@H]1CN(C)S(=O)(=O)c1cccc(F)c1
  A: x	B: x	C: -1	D: -2	E: x

Cc1cccc(S(=O)(=O)N(C)C[C@H]2OCc3cnnn3CCCC(=O)N([C@@H](C)CO)C[C@H]2C)c1
  A: x	B: x	C: 8	D: 4	E: x

# Complete entries, quoted from the list:
# `C[C@@H]1CN([C@@H](C)CO)C(=O)CCCn2cc(nn2)CO[C@H]1CN(C)S(=O)(=O)c1cccc(F)c1` as listed: Gli-Sufu block = x; ATG4B inhibitor = x; EBI2 antag = -1; CXCR6 block = -2; CCR6 antagonist = x
# `CC1(C(=O)NS(=O)(=O)C2CC2)CCN(C(=O)C2(c3ccc(Cl)cc3)CCCC2)C1` (stereo not given) as listed: Gli-Sufu block = x; ATG4B inhibitor = x; EBI2 antag = -8; CXCR6 block = -1; CCR6 antagonist = x

# Going on with the list.
# Labels used below – A = Gli-Sufu block; B = ATG4B inhibitor; C = EBI2 antag; D = CXCR6 block; E = CCR6 antagonist
Cc1ccc(S(=O)(=O)Nc2ccccc2C=NNC(=O)c2ccncc2)cc1
  A: x	B: x	C: -6	D: 2	E: x

COc1cccc(-c2cnc3c(NC(C)=O)cc(-c4cccc(NS(C)(=O)=O)c4)cn23)c1
  A: x	B: x	C: 23	D: 7	E: x

Cn1cccc1CN1CCC[C@]2(N[C@H](c3ccc(C(F)(F)F)cc3)[C@@H]3C(=O)N(Cc4ccccc4)C(=O)[C@@H]32)C1=O
  A: x	B: x	C: 6	D: -4	E: x

CCNC(=O)C1(C)CCN(C(=O)c2cccc(OC(F)(F)F)c2)C1 (stereo not given)
  A: x	B: x	C: 2	D: -9	E: x

O=c1[nH]c(=S)[nH]c2c1C(c1ccc(F)cc1)OC(C1CCCCC1)C2 (stereo not given)
  A: x	B: x	C: -7	D: 14	E: x

O=C(Cn1sc2ccccc2c1=O)Nc1ccc(F)cc1
  A: x	B: x	C: -2	D: -9	E: x

Cc1ccc(OC2CCN(C(=O)[C@H]3O[C@@H](n4cnc5c(N)ncnc54)[C@H](O)[C@@H]3O)CC2)cc1
  A: x	B: x	C: -13	D: 1	E: x

CCOC(=O)[C@]12CCCC=C1N(Cc1ccco1)C(=O)[C@H](CC(=O)N1CCN(C(=O)C3CC3)CC1)C2
  A: x	B: x	C: 0	D: -12	E: x

OCCNc1ncnc2c1ncn2[C@H]1CN(C2CCCC2)C[C@@H](CO)O1
  A: x	B: x	C: -1	D: -4	E: x

C[C@H](c1ccccc1)N1C[C@H](COCc2ccccc2)Oc2cc(N3CCC[C@H]3C(N)=O)ccc2S1(=O)=O
  A: x	B: x	C: 3	D: 4	E: x

# Labels used below – A = Gli-Sufu block; B = ATG4B inhibitor; C = EBI2 antag; D = CXCR6 block; E = CCR6 antagonist
COC(=O)c1ccc(N2C(c3cccc(OC)c3)=Cc3ccc(F)cc3C2c2c(C)[nH]c3ccccc23)cc1 (stereo not given)
  A: x	B: x	C: 15	D: 6	E: x

CCCn1cnnc1CNC(=O)[C@H]1O[C@@H](n2ccc(N)nc2=O)[C@H](O)[C@@H]1O
  A: x	B: x	C: -3	D: 4	E: x

OCc1ccc(-c2cccc3nccn23)cc1
  A: x	B: x	C: -14	D: 1	E: x

COCCCNC(=O)c1ccc2sc(C3=C[C@@H](O)[C@@H](O)[C@@H](CO)O3)nc2c1
  A: x	B: x	C: -7	D: -3	E: x

CN[C@H]1C[C@H]2c3cc(Oc4ccccc4C)ccc3CCN2C(=O)[C@H]1[C@H](C)O
  A: x	B: x	C: -3	D: -8	E: x

Cc1noc(C)c1-c1ccc(C(=O)NCCc2ccccc2)c2occc12
  A: x	B: x	C: 7	D: 0	E: x

CC(C)CNC(=O)C1(C)CCCN1C(=O)C(C)(C)Oc1ccc(Cl)cc1 (stereo not given)
  A: x	B: x	C: 4	D: 6	E: x

COc1cccc(-c2n[nH]nc2C2=CC(=O)C[C@H](c3ccc(F)cc3)C2)c1
  A: x	B: x	C: 9	D: -3	E: x

CCCCOCCCNC(=O)C[C@@H]1C[C@@]2(C(=O)OC)CCCCC=C2N(Cc2cccc3ccccc23)C1=O
  A: x	B: x	C: 16	D: 12	E: x

CC1(Cc2ccccc2C#N)C(=O)Nc2ccc(-c3ccccc3)cc21 (stereo not given)
  A: x	B: x	C: 4	D: -4	E: x

# Sequence of screens: Gli-Sufu block, ATG4B inhibitor, EBI2 antag, CXCR6 block, CCR6 antagonist
CCc1nc2c(OCCC3CCCCC3)cccn2c1N(C)C(=O)C1CC1
    x, x, 24, 10, x
CN1OC[C@@H]2CN[C@H](c3ccc(-c4cc5ccccc5o4)cc3)C[C@@H]21
    x, x, -11, -2, x
CC(=O)Nc1ccc(N2CCOCC2)c(S(=O)(=O)Nc2ccccc2Cl)c1
    x, x, 4, -4, x
COc1cccc(OC)c1OCCN1CCC(C(=O)NC(c2ccccc2)c2ncccc2C)CC1 (stereo not given)
    x, x, -8, 2, x
CCN(CC)c1ncnc2c1ncn2[C@H]1CN(Cc2ccc(F)cc2)C[C@@H](CO)O1
    x, x, 8, -1, x
COCCCN1C(=O)C(CC(=O)NCc2cccs2)CC(C(=O)N(C(C)C)C(C)C)=C1C (stereo not given)
    x, x, -5, 0, x
CCCCC[C@@H](C)N1C[C@@H](COCc2ccccc2)Oc2cc(N3CCC[C@H]3COC)ccc2S1(=O)=O
    x, x, 23, 8, x
CC1(Cc2ccc(OC(F)(F)F)cc2)C(=O)Nc2c(Cl)ccc(Cl)c21 (stereo not given)
    x, x, 8, 4, x
CCCNC(=O)c1cc(C2CCCN(C(=O)C3CC3)C2)on1 (stereo not given)
    x, x, -2, 4, x
CCNC(=O)c1cc2c(c(-c3cccc(-c4ccccc4F)c3)n1)[C@H](CCO)N(C(=O)CC)C2
    x, x, 9, -5, x

# Given with tabs: entries from further up.
compound	Gli-Sufu block	ATG4B inhibitor	EBI2 antag	CXCR6 block	CCR6 antagonist
CCNC(=O)C1(C)CCN(C(=O)c2cccc(OC(F)(F)F)c2)C1 (stereo not given)	x	x	2	-9	x
O=c1[nH]c(=S)[nH]c2c1C(c1ccc(F)cc1)OC(C1CCCCC1)C2 (stereo not given)	x	x	-7	14	x
O=C(Cn1sc2ccccc2c1=O)Nc1ccc(F)cc1	x	x	-2	-9	x
Cc1ccc(OC2CCN(C(=O)[C@H]3O[C@@H](n4cnc5c(N)ncnc54)[C@H](O)[C@@H]3O)CC2)cc1	x	x	-13	1	x
CCOC(=O)[C@]12CCCC=C1N(Cc1ccco1)C(=O)[C@H](CC(=O)N1CCN(C(=O)C3CC3)CC1)C2	x	x	0	-12	x
OCCNc1ncnc2c1ncn2[C@H]1CN(C2CCCC2)C[C@@H](CO)O1	x	x	-1	-4	x

# Following part.
# Sequence of screens: Gli-Sufu block, ATG4B inhibitor, EBI2 antag, CXCR6 block, CCR6 antagonist
Cc1cc2nc(-c3ccccc3)c(CC3CCCCC3)n2c(C)c1Br
    x, x, 5, 6, x
COCC#Cc1ccc2c(c1)O[C@@H](CN(C)S(=O)(=O)c1cccc(F)c1)[C@@H](C)CN([C@H](C)CO)S2(=O)=O
    x, x, -2, 2, x
CC(=O)N1CCN(S(=O)(=O)c2cccc(C(=O)N3CCN(S(=O)(=O)c4c(C)c(C)cc(C)c4C)CC3)c2)CC1
    x, x, 9, 4, x
OC(c1cc(F)cc(Cl)c1)c1ncc(-c2cccc(C(F)(F)F)c2)[nH]1 (stereo not given)
    x, x, 18, -13, x
C[C@H](CO)N1C[C@H](C)[C@@H](CN(C)Cc2cccnc2)OCc2cnnn2CCCC1=O
    x, x, -13, -4, x
CC(O)(c1cccc(F)c1)c1nc(-c2ccccc2)cs1 (stereo not given)
    x, x, -5, -3, x
COc1ccc(-c2oc3c(c2C(=O)OCCCO)C(OCCCCCO)CCC3)cc1 (stereo not given)
    x, x, -5, -6, x
COc1cccc(CNC(=O)[C@@H]2CCCN2C(=O)[C@@H]2CCCN2C(=O)c2cccc(Cl)c2)c1
    x, x, -3, -2, x
NS(=O)(=O)c1ccc(CCNC(=O)CSc2nc3ccsc3c(=O)n2Cc2ccccn2)cc1
    x, x, 2, 1, x
Cc1ccccc1NC(=O)Cc1nc(COC(=O)c2nccnc2N)cs1
    x, x, -1, 4, x

# Sequence of screens: Gli-Sufu block, ATG4B inhibitor, EBI2 antag, CXCR6 block, CCR6 antagonist
COc1cc(C=C(C#N)c2ccc([N+](=O)[O-])cc2)ccc1O
    x, x, -2, 40, x
CCOC(=O)C1(C)CCN1C(=O)c1cc(C)oc1C (stereo not given)
    x, x, 1, -2, x
C[C@H](CO)N1C[C@H](C)[C@@H](CN(C)S(=O)(=O)c2ccccc2F)OCc2cnnn2CCCC1=O
    x, x, -1, 5, x
CCOc1ccccc1NC(=O)c1cc2ccccc2o1
    x, x, 2, 1, x
Cc1cc(F)ccc1C(O)c1ncc(-c2ccc(Cl)cc2)[nH]1 (stereo not given)
    x, x, -13, -11, x
CC(C)CNC(=O)C1(C)CCCN1C(=O)Cc1cccc2ccccc12 (stereo not given)
    x, x, -12, 3, x
CC(C)CC(NC(=O)OCc1ccccc1)C(=O)NC(Cc1c[nH]c2ccccc12)C(=O)O (stereo not given)
    x, x, -1, 0, x
COCC(=O)N(C)C[C@@H]1Oc2cc(Br)ccc2S(=O)(=O)N([C@H](C)CO)C[C@H]1C
    x, x, -6, 7, x
Oc1ccc2sc(-c3ccccc3O)c(-c3ccc(OCCN4CCCCC4)cc3)c2c1
    x, x, -14, -8, x
CS(=O)(=O)N(CCc1ccccc1)CC(=O)N1CCCCCC1
    x, x, -2, 2, x

# Sequence of screens: Gli-Sufu block, ATG4B inhibitor, EBI2 antag, CXCR6 block, CCR6 antagonist
Cc1ccc(N2CCC3CC2c2cc(-c4ccc(C(F)(F)F)cc4)ccc23)cc1 (stereo not given)
    x, x, 6, -2, x
Cc1cn([C@H]2C[C@H](O)[C@@H](CNCc3ccc(C#CCCO)cc3)O2)c(=O)[nH]c1=O
    x, x, -7, -6, x
C[C@@H]1CN([C@@H](C)CO)C(=O)CCCn2nncc2CO[C@H]1CN(C)C(=O)C1CC1
    x, x, 0, -10, x
CC1(C(=O)NS(=O)(=O)c2ccc3ccccc3c2)CCN1C(=O)C1(c2ccc(Cl)cc2)CCC1 (stereo not given)
    x, x, 0, 3, x
Cc1[nH]c2ccccc2c1CCCO
    -3, 0, x, x, -5
CCCOc1ccc(/C=N/NC(=S)Nc2ccccc2[N+](=O)[O-])c(O)c1
    82*, 12, x, x, 32
COC(=O)C1=C(C(=O)OC)[C@@H]2Nc3ccccc3[C@@]23C[C@@H](C(=O)OC)N(C(=O)c2ccc(Br)cc2)C3=N1
    -5, -3, x, x, 3
CN(C)S(=O)(=O)c1cccc(N=C2NN=C(c3ccccc3)CS2)c1
    4, -26, x, x, 5
O=C1C=CC(=O)N1CCCCCCN1C(=O)C=CC1=O
    7, 2, x, x, 104*
O=C(O)c1ccccc1/C=N/Nc1ccc(S(=O)(=O)Nc2ccc(Cl)cc2)cc1[N+](=O)[O-]
    -1, 1, x, x, 46
